# Bioassay records from PubChem.
# AddAB inh: less growth of phage-infected E. coli with AddAB; inhibition, % at 11.9 µM; 330,000 tested, 0.29% active; E. coli expressing H. pylori AddAB, absorbance growth; AID 435030; in the data active means inhibition above about 12%;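 further: 0% = vehicle wells of infected cells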
# MITF act: MITF TRPM1 promoter activation in melanoma cells | SK-MEL-5 TRPM1-promoter luciferase, 24 h; % of positive control, neutral wells = 0 | activation, % at 12.5 µM | 300,000 tested, 0.75% active;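 active means mean activation of at least 80% with every replicate also reaching 80%; inconclusive means mean reaches 80% but some replicate falls short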;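 further: 0% = neutral control wells and 100% = parthenolide positive control wells; values of inactives mirror those of a sister screen read the other way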
# SR-BI DiI inh: inhibitors of mouse SR-BI mediated HDL lipid uptake; 320,000 tested, 0.96% active; AID 488896; inhibition, % at 12.5 µM; ldlA[mSR-BI] CHO cells, DiI-HDL uptake fluorescence, 3 h;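 active means mean replicate inhibition of at least 70% and a set share of replicates each scoring 70 or more; inconclusive means meets just one of the two criteria; inactive means fails both criteria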;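 further: 0% = median of neutral control wells and 100% = median of positive control wells; values of inactives mirror those of a sister screen read the other way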
# Target sequence (Q61009 whole entry, looked up): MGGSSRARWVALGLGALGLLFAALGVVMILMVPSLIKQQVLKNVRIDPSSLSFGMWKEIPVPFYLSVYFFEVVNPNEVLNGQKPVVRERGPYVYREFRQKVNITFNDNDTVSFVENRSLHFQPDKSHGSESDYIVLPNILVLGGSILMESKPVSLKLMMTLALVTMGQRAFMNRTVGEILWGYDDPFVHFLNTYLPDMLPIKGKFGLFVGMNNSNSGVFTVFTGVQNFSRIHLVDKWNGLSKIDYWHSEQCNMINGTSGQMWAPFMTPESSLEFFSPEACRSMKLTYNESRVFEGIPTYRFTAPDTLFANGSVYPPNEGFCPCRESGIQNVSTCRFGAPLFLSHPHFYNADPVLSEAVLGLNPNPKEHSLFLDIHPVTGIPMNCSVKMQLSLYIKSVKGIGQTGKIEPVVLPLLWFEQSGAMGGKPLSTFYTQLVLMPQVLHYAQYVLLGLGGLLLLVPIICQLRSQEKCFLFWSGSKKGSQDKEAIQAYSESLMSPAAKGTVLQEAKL
# Wnt act: Wnt/beta-catenin pathway activation; Wnt/beta-catenin reporter cell assay, activator, plate reader; activation, % at 9.35 µM; 300,000 tested, 1.2% active; in the data active means activation above about 30%, passing the limit was not always enough; inconclusive means no clear call, values can overlap the other calls;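 further: 0% = neutral control wells and 100% = positive control wells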
# SR-BI uptake up: SR-BI HDL lipid transfer activation; 320,000 tested, 0.096% active; activation, % at 12.5 µM; CHO ldlA[mSR-BI] cells, DiI-HDL uptake fluorescence, 3 h; 100 = double the neutral-control signal;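 active means mean replicate activation of at least 60% and every replicate at or above 60%; inconclusive means mean or all-replicate condition met, but not both; inactive means mean below 60% and not all replicates reaching 60%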;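 further: 0% = median plate neutral-control signal and 100% = twice that signal; values of inactives mirror those of a sister screen read the other way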
#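 System: LDL receptor-deficient CHO ldlA cells overexpressing murine SR-BI | Timing: 3 h uptake period with compound, 37 °C | Medium: HEPES-buffered (25 mM, pH 7.4) F12 plus 0.5% BSA | Dosing: Single-point compound dose | Signal: Bottom-read fluorescence, 550/595 nm | Read-out: Retained DiI signal reflecting DiI-HDL uptake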
# Tat transport: E. coli Tat transport inhibition; 340,000 tested, 0.036% active; E. coli MC4100 TorA-mCherry Tat export, fluorescence; inhibition, % at 10 µM; AID 488895;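 active means mean replicate inhibition at least 50% and at least half of replicates individually reaching 50%; inconclusive means only one of the two criteria met; inactive means neither criterion met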;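 further: exported cargo escapes ClpAP degradation while cytoplasmic cargo is degraded and loses fluorescence; 0% = median of neutral control wells and 100% = median of NaSCN control wells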
# CAL PDZ FP-1: CAL PDZ (human) peptide binding inhibition | inhibition, % at 24.9 µM | AID 602252 | purified CAL PDZ, TMR-peptide fluorescence polarization, 1 h | 300,000 tested, 0.92% active;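 active means mean inhibition of at least 30% with at least half of replicates also reaching 30%; inconclusive means no clear call, values can overlap the other calls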;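 further: 0% = DMSO neutral control and 100% = excess unlabeled competitor peptide PRC23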
# CAL PDZ FP-2: human CAL PDZ-peptide interaction inhibition; Q9HD26; purified CAL PDZ, TMR-peptide fluorescence polarization, 1 h; inhibition, % at 20 µM; 330,000 tested, 0.02% active; AID 504414;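 active means highest replicate inhibition of at least 40%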;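 further: plate controls were DMSO neutral control wells for no effect and unlabeled competitor peptide control wells for full effect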
#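 Assay system – tagged CAL PDZ protein CerCALP, purified · Timing – 1 h at RT · Compound – single point, 20 µM · Measured by – fluorescence polarization from S- and P-plane intensities, G-factor corrected · Evaluation – inhibition from polarization loss · Probe or stimulus – TMR reporter peptide T*-PRC34 · Buffer or medium – pH 7.4 phosphate-saline buffer, reducing agent, detergent, IgG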
# E coli growth: reduces bacterial viability in AddAB counter-screen; E. coli V3065 growth, OD600 absorbance, 18 h; inhibition, % at 11.9 µM; 330,000 tested, 0.27% active;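 active means inhibition above the campaign's mean inhibition across all tested compounds plus 3 SD, cut at about 9.9% in these data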;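 further: uninfected addAB+ strain grown without phage in ampicillin broth; 0% = DMSO wells and 100% = ciprofloxacin 0.95 µg/ml wells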
# phage Ecoli inh: E. coli growth loss with phage present. inhibition, % at 11.9 µM. 360,000 tested, 0.26% active. growth absorbance; in the data active means inhibition above about 11%
# * = called active by the depositor; ? = inconclusive; / = no result given. Compounds as they come; about 3.6% have a hit in one of these screens.
SMILES,AddAB inh,MITF act,SR-BI DiI inh,Wnt act,SR-BI uptake up,Tat transport,CAL PDZ FP-1,CAL PDZ FP-2,E coli growth,phage Ecoli inh
NS(=O)(=O)c1ccc(CCNC(=O)c2ccc3ccccc3n2)cc1,1.1,15.5,26.9,15.3,-26.8,-9.5,-1.9,-2.6,-2.0,2.5
C=C(C)C(=O)OCC(O)COc1ccc(C(C)(C)c2ccc(OCC(O)COC(=O)C(=C)C)cc2)cc1 (stereo not drawn),-1.4,-1.8,14.5,-25.8,-14.5,15.9,-1.1,0.0,0.6,2.9
O=[N+]([O-])c1ccc(NS(=O)(=O)N2CCOCC2)cc1,0.2,/,-12.0,-4.3,12.0,-2.8,1.8,-1.1,-0.1,2.2
c1ccc(-c2ccc(-c3nc(-c4ccncc4)no3)cc2)cc1,0.8,22.3,-2.2,/,2.2,8.8,-1.1,-2.2,0.0,1.9
CCCCOc1ccc(CON(C(C)=O)C(C)=O)cc1Cl,0.8,18.6,1.1,10.4,-1.1,10.3,-0.9,-3.6,-0.8,4.2
CCN(c1ccc2c(c1)OCO2)S(=O)(=O)c1cc(Br)cc2c1N(C(=O)C1CC1)CC2,-0.4,/,19.2,/,-19.2,2.6,/,-2.5,-0.8,3.2
Cc1ccc(S(=O)(=O)N(CC(=O)N2CCCCCC2)c2ccccc2F)cc1,2.4,-5.9,/,-0.9,/,-0.2,-5.8,-2.8,-1.1,0.3
O=C(CC1SC(N2CCCCC2)=NC1=O)Nc1cccc(C(=O)Nc2ncccc2O)c1 (stereo not drawn),-1.0,-3.3,13.7,9.7,-13.7,-9.0,-3.4,-3.1,-0.2,2.8
Cc1cc(NC(=O)COC(=O)C2CCC(=O)N2)c([N+](=O)[O-])cc1C (stereo not drawn),-0.8,-3.2,-18.0,2.6,18.0,-2.5,-4.7,1.2,0.4,-0.1
O=C(CSCCO)Nc1ccc(C2CCCCC2)cc1,-0.1,65.7,-14.9,/,14.9,-9.6,-0.3,-0.2,-1.1,1.4
COC(=O)c1cccc(NC(=O)CC2NCCNC2=O)c1 (stereo not drawn),1.4,2.4,-29.5,-2.0,29.5,-7.1,-4.0,0.5,2.8,1.2
CC(C)c1ccc(C(=O)Nc2nnc(S(=O)(=O)N3CCOCC3)s2)cc1,4.0,7.4,-27.0,2.7,27.0,-2.3,-2.7,-2.3,-1.9,0.6
O=C(COC(=O)c1cc([N+](=O)[O-])ccc1N1CCOCC1)Nc1cc(F)ccc1F,0.5,8.4,85.0*,-4.0,-85.0,3.6,-1.8,-1.3,2.0,4.4
O=C(Nc1ccccc1F)N(CCCN1CCOCC1)Cc1cc2cc3c(cc2[nH]c1=O)OCCO3,1.1,-21.2,-19.1,/,19.1,-1.9,-1.5,-0.8,0.3,2.2
CC[C@]12c3[nH]c4cc(-c5ccco5)ccc4c3CCN1C(=O)[C@@H](CC(=O)NCc1ccc(OC)c(OC)c1)C[C@@H]2C(=O)N1CCN(C(=O)C2CC2)CC1,-0.9,-5.2,39.3,-2.5,-39.3,3.3,-1.3,0.9,-1.6,2.2
O=C1C(NS(=O)(=O)c2ccc(Br)cc2)=C(N2CCCCC2)C(=O)c2ccccc21,-1.2,-13.9,12.1,-1.1,-12.1,20.5,0.8,-1.7,-0.6,1.1
Cc1cccc2nc(-c3cccc(NC(=O)c4ccc(Cl)cc4)c3)cn12,0.1,3.2,43.2,14.1,-43.2,-8.5,/,-1.1,-0.1,-0.2
CCn1nc(C)c(CN2CCC(n3nccc3NC(=O)c3ccccc3OC)CC2)c1C,0.2,3.2,3.1,-2.8,-3.1,8.3,9.6,-2.0,-0.2,2.5
Cc1nn(-c2ccc(C(=O)O)cc2)c(C)c1Oc1ccccc1O,0.3,12.7,-0.3,-1.1,0.3,-6.1,8.5,-2.9,-2.5,1.3
NC(=O)CSc1nnc(NC(=O)c2ccc(S(=O)(=O)N3CCOCC3)cc2)s1,5.1,0.6,-19.9,-1.9,19.9,-3.3,-1.8,-1.8,-2.1,-1.2
CCCCNC(=O)c1c(CSc2ccc(Cl)cc2)noc1C(=O)NCc1ccccc1,2.2,-0.4,5.4,-4.1,-5.4,-2.5,-0.8,-0.7,2.0,1.7
COc1ccc(C(=O)/C=C/c2ccc(N3CCCCC3)c([N+](=O)[O-])c2)cc1,3.5,-12.0,-2.6,1.3,2.6,-8.2,-0.7,-1.9,0.9,1.1
CCOC(=O)c1cccc(NC(=O)Nc2ccc3c(c2)C(=O)OC3)c1,1.3,/,/,9.1,/,/,/,/,-2.0,3.7
CCC(CO)Oc1cc(NC(=O)c2ccccc2Cl)c2ncn(C(C)C)c2c1 (stereo not drawn),-0.9,/,10.3,17.5,-10.3,-3.4,0.1,-0.2,-3.2,1.3
Oc1ccccc1C=NN=CC=Cc1ccccc1,/,46.1,-10.2,-2.9,10.2,-5.6,-2.6,0.1,/,1.2

# The closing two compounds of the section above lead into the next:
SMILES,AddAB inh,MITF act,SR-BI DiI inh,Wnt act,SR-BI uptake up,Tat transport,CAL PDZ FP-1,CAL PDZ FP-2,E coli growth,phage Ecoli inh
CCC(CO)Oc1cc(NC(=O)c2ccccc2Cl)c2ncn(C(C)C)c2c1 (stereo not drawn),-0.9,/,10.3,17.5,-10.3,-3.4,0.1,-0.2,-3.2,1.3
Oc1ccccc1C=NN=CC=Cc1ccccc1,/,46.1,-10.2,-2.9,10.2,-5.6,-2.6,0.1,/,1.2
O=[N+]([O-])c1cccc(OCC(O)CN2CCN(S(=O)(=O)c3cc(Cl)ccc3Cl)CC2)c1 (stereo not drawn),1.1,14.4,36.5,-1.9,-36.5,5.5,-4.0,-2.8,-0.6,0.6
COc1ccc(NC(=O)C2CSC(C)(C)N2C=O)cc1 (stereo not drawn),-0.8,-4.7,-4.4,2.0,4.4,2.2,3.5,-1.9,-1.2,5.1
CCOCCCNc1nc2c(C)cccn2c(=O)c1/C=C1\SC(=S)N(C(C)CC)C1=O (stereo not drawn),3.1,/,45.4,-3.6,-45.4,-9.9,/,-0.5,-0.2,2.0
CCN(CC)C(=O)c1ccc(S(=O)(=O)NCc2cccnc2)cc1,0.2,-1.7,11.5,-1.1,-11.5,-5.8,2.7,-1.1,-1.7,2.2
N#Cc1ccccc1COC(=O)c1cccnc1N,1.9,30.5,-15.6,-0.9,15.6,0.6,1.2,-1.4,-13.5,0.3
CCN(CC)C(=O)CSc1nc(N)c2c3c(sc2n1)CC(C)CC3 (stereo not drawn),2.9,26.0,8.4,/,-8.4,13.1,-2.1,-3.3,-1.1,0.6
CC(C)(C)CN1CCNC[C@H]1Cc1ccc(O)cc1,2.7,9.5,-3.6,-4.7,3.6,-1.9,0.0,0.5,0.8,2.7
O=C(NCCN1CCN(C(=O)c2ccc([N+](=O)[O-])cc2)CC1)C(=O)NCc1ccccc1,-0.1,-6.7,-9.5,0.3,9.5,1.0,-2.7,-1.0,-2.1,2.4
CN(CCc1cnn(C)c1)Cc1cn[nH]c1-c1ccc(-c2ccccc2)cc1,0.6,43.3,7.2,/,-7.2,-4.1,-2.6,-2.8,-3.0,/
Cc1cccc(CS(=O)(=O)c2ncc(Cl)c(C(=O)Nc3nnc(C(C)C)s3)n2)c1,1.9,-77.3,-38.6,/,38.6,?,-1.4,-1.1,2.3,/
COc1ccc(Cc2nnc(SCC(=O)Nc3ccc(C)cc3)n(N)c2=O)cc1,0.7,2.2,-0.6,-0.4,0.6,-0.2,0.7,-0.3,0.2,4.2
CSc1nc2ncnc(N)c2[nH]1,6.3,/,-14.6,2.3,14.6,-9.8,/,0.4,1.1,-0.5
COc1ccccc1/C=C/CN1CCC(Oc2cc(C(=O)NC3CC3)ccc2OC)CC1,2.5,-5.6,29.3,-1.9,-29.3,-5.8,-5.0,-3.3,-1.4,0.8
O=C(Cn1c(NCCO)nc2ccccc21)NCCc1ccc(F)cc1,2.6,/,-19.4,-1.3,19.4,0.0,-1.6,0.0,-0.8,3.8
N#C/C(=C/c1ccccc1[N+](=O)[O-])c1nnc2n1CCCCC2,3.2,-1.9,-17.1,-3.1,17.1,-3.2,0.8,-1.5,0.4,-0.9
Cc1cc(NC(=O)c2sc(Nc3ccc(F)c(Cl)c3)nc2N)no1,3.0,34.2,87.0*,9.5,-87.0,-8.8,-3.0,-1.0,-0.7,1.9
CCOC(=O)CCC(NC(=O)c1ccc(CNc2nc3cc(C(F)(F)F)ccc3nc2C(=O)OCC)cc1)C(=O)OCC (stereo not drawn),/,-5.9,43.7,-0.4,-43.7,-5.0,-0.2,-0.4,/,1.6
O=S(=O)(c1ccccc1Cl)N1CCC(Cc2ccccc2)CC1,-0.5,-12.1,-9.7,6.4,9.7,20.0,-4.0,-0.2,-2.6,1.5
O=C(/C=C/c1ccccc1Cl)c1ccc(O)cc1,0.6,3.6,-18.2,5.7,18.2,9.1,8.3,-1.5,-0.5,-1.8
CC1CCN(C(=O)c2ccc(CNc3c(N4CCCC4)c(=O)c3=O)cc2)CC1,1.4,-2.3,-5.6,0.1,5.6,-2.0,-10.9,-1.7,-0.3,0.4
COCCCNc1nc2c(-c3ccc(Cl)cc3)nnn2c2ccccc12,3.4,-1.2,-16.7,-2.5,16.7,0.7,-7.6,0.1,0.9,3.4
CCOc1ccc(CNC(=O)C2CCN(S(=O)(=O)c3ccc4c(c3)CCCC(=O)N4)CC2)cc1,3.1,-7.4,-10.0,-1.2,10.0,-6.1,-2.4,-2.0,-2.0,0.8
O=C(CCN1CCc2ccccc2C1)Nc1cccc(F)c1,1.1,14.5,-14.9,-3.4,14.9,0.1,-4.6,-0.6,1.6,0.9
Cc1ccc(C)c(NC(=O)C2CCCN2S(=O)(=O)c2ccc3c(c2)n(C)c(=O)c(=O)n3C)c1 (stereo not drawn),-4.2,-2.0,/,-4.6,/,11.3,/,0.4,-0.8,1.8
COC(=O)/C=C1/N/C(=N\c2nc(C)cc(C)n2)N(c2ccc(C)c(C)c2)C1=O,4.3,7.9,16.4,/,-16.4,-3.1,-1.3,0.1,0.6,1.3
COc1ccc(NS(=O)(=O)c2ccc(C)c(C(=O)N3CCCCCCC3)c2)cc1,3.6,2.2,-9.6,-1.6,9.6,-6.0,-5.6,-2.9,-0.4,0.1
COc1cccc(Nc2nc(N)nc(CCl)n2)c1,1.0,/,15.9,16.6,-15.9,-1.7,-2.5,0.7,2.0,-1.8
CCOc1ccccc1-n1c(C)cc(C=O)c1C,-2.0,5.8,-14.0,-0.8,14.0,-1.2,-5.3,12.2,0.4,5.2
O=C(Nc1cccc(Br)c1)C1CC(=O)N(C2CCCC2)C1 (stereo not drawn),/,-19.4,-9.4,0.0,9.4,-0.6,/,-0.1,/,2.2
O=C(CN1C(=O)c2cccc3cccc1c23)NCc1ccccn1,3.1,8.0,-17.9,3.5,17.9,-5.7,1.5,-0.4,-1.8,4.2
